Glioma ERSR ind – induces the endoplasmic reticulum stress response in human glioma cells | 420,000 compounds, 0.02% hits | U87-MG GRP78 promoter luciferase reporter, 16 h | Potency, µM, inactives show at the highest dose activation, actives largely listed as activators | AID 602332; further: potency means the concentration at half of the fitted maximal effect; series mostly up to about 76 µM; % of control where 0% means no effect; nearly all actives have a fitted effect of over 35% in size
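Stably transfected U87-MG glioma cells carrying a GRP78-based luciferase sensor; 16 h compound incubation. Luminescence end-point read 10 min after Bright-Glo addition at room temperature.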
POLH inh – DNA polymerase eta (human) inhibition; Q9Y253; recombinant Pol eta, fluorescent DNA replication assay; Potency, µM (top dose mostly 114 µM), for inactives: top-dose activity change, negative = inhibition, most hits filed as inhibitors; 390,000 compounds, 1.2% hits; AID 588591; further: potency means the concentration at half of the fitted maximal effect; on the % scale 0 is the no-effect control and ±100 the full control effect
Target sequence (Q9Y253 whole entry, looked up): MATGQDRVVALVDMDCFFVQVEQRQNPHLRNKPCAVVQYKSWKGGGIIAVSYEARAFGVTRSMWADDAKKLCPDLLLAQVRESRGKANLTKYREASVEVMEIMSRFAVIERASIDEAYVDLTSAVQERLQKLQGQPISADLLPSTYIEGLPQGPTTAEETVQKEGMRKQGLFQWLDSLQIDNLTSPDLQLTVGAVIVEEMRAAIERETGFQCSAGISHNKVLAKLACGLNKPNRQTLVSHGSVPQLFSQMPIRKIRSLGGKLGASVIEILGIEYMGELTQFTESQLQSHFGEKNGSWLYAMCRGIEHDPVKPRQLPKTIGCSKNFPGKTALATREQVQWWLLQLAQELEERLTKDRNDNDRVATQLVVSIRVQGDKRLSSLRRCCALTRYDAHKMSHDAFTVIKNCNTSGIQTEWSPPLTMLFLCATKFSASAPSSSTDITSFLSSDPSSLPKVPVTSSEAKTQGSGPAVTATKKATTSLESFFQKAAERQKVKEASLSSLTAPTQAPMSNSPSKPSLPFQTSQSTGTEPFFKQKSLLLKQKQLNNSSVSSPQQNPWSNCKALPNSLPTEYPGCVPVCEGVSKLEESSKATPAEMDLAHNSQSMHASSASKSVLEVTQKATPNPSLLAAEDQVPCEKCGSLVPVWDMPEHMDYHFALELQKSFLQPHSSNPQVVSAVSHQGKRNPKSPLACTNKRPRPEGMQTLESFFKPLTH
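Pol eta (10 nM) was preincubated with compounds for 15 min at room temperature, after which fluorescent replication substrate (50 nM final) was added to start the reaction. Fluorescence was read kinetically at 0 and 10 min.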
LDHA inh – inhibitors of human lactate dehydrogenase A; P00338; purified LDHA, NADH/diaphorase-resazurin fluorescence; hits give low values; activity change, % (values are at about 110 or 230 µM); 480,000 compounds, 0.15% hits; AID 1347041; in the data active means activity change below about -30%;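 further: plate controls were DMSO wells for no effect and wells without enzyme for full effect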
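Enzyme activity of human lactate dehydrogenase 5 (2 nM; 0.06 mM NADH, 0.2 mM pyruvate, 5 min, RT) is measured via a resazurin/diaphorase fluorescence readout of residual NADH.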
Starred values were filed as active, the others as inactive. Unless noted, the call rests on the fitted dose curve; in most records, active means well fitted curve in the direction sought with a large enough effect; inconclusive means small, poorly fitted or top-dose-only effect, or another doubt; inactive means no such curve, though single readings can be large; an effect the other way counts as inactive or inconclusive. These rows are one share of the data; the hit share may differ from the screen's.

structure: O=C(NCC1=C(c2ccc3ccccc3c2)C[C@@H]2CC[C@H]1N2Cc1ccco1)c1cccnc1
  Glioma ERSR ind: -3% | POLH inh: -18% | LDHA inh: -7
structure: CS(=O)(=O)c1ccc(C2=C(CNC(=O)c3cccnc3)[C@H]3CC[C@@H](C2)N3Cc2ccccc2)cc1
  Glioma ERSR ind: -7% | POLH inh: -3% | LDHA inh: -14
structure: O=C(c1cc(Cl)cc(Cl)c1)N1Cc2ccccc2-n2nncc2C1
  Glioma ERSR ind: 0% | POLH inh: -4% | LDHA inh: -21
structure: C[C@@H]1CN([C@@H](C)CO)C(=O)CCCn2nncc2CO[C@@H]1CN(C)C(=O)Oc1ccc2ccccc2c1
  Glioma ERSR ind: 7% | POLH inh: -16% | LDHA inh: -3
structure: CC(Cc1ccc(O)cc1)NCC(O)c1ccc(O)c(O)c1 (stereo unspecified)
  Glioma ERSR ind: 0% | POLH inh: 4µM* | LDHA inh: 13
structure: O=C(NC(=S)N1CC1)c1ccccc1
  Glioma ERSR ind: 0% | POLH inh: -2% | LDHA inh: -9
structure: CN(C)C1CCc2[nH]c3c(F)cc(F)cc3c2C1 (stereo unspecified)
  Glioma ERSR ind: -6% | POLH inh: -18% | LDHA inh: -2
structure: O=C(c1cccnc1)N1Cc2ccccc2-n2nncc2C1
  Glioma ERSR ind: -2% | POLH inh: -6% | LDHA inh: -19
structure: COc1ccc(C(SCC(NC(=O)OCc2ccccc2)C(=O)O)c2ccc(OC)cc2)cc1 (stereo unspecified)
  Glioma ERSR ind: -2% | POLH inh: -7% | LDHA inh: -7
structure: Cc1ccccc1C(=O)N1Cc2ccccc2-n2nncc2C1
  Glioma ERSR ind: 1% | POLH inh: -7% | LDHA inh: 1
structure: COC(=O)C1=C(c2ccc(OCc3ccccc3)cc2)C[C@@H]2CC[C@H]1N2C
  Glioma ERSR ind: -5% | POLH inh: -8% | LDHA inh: -7
structure: CCOC(=O)c1cccc(C2=C(CNC(=O)c3ccncc3)[C@H]3CC[C@@H](C2)N3Cc2ccccc2)c1
  Glioma ERSR ind: -2% | POLH inh: -7% | LDHA inh: -13
structure: FC(F)(F)c1cccc(NC2=NCCS2)c1
  Glioma ERSR ind: 2% | POLH inh: -8% | LDHA inh: -6
structure: O=C(CCN1CC=C(c2ccccc2)CC1)NCc1ccccc1
  Glioma ERSR ind: 1% | POLH inh: -1% | LDHA inh: -3
structure: O=c1c2ccccc2[nH]c(=S)n1-c1cccc(Cl)c1
  Glioma ERSR ind: 9% | POLH inh: -8% | LDHA inh: -3

structure: CS(=O)(=O)c1ccc(C2=C(CNC(=O)c3ccncc3)[C@H]3CC[C@@H](C2)N3CCOc2ccccc2)cc1
  Glioma ERSR ind: -4% | POLH inh: -6% | LDHA inh: -3
structure: O=c1c2ccccc2[nH]c(=S)n1-c1cccc(C(F)(F)F)c1
  Glioma ERSR ind: 0% | POLH inh: -18% | LDHA inh: -11
structure: CCOC(=O)c1cccc(C2=C(CNC(=O)c3nccs3)[C@H]3CC[C@@H](C2)N3Cc2ccccc2)c1
  Glioma ERSR ind: -5% | POLH inh: -5% | LDHA inh: -8
structure: Cc1ncoc1C(=O)NCC1=C(c2ccc3ccccc3c2)C[C@@H]2CC[C@H]1N2Cc1ccco1
  Glioma ERSR ind: -1% | POLH inh: -19% | LDHA inh: -5
structure: CS(=O)(=O)c1ccc(C2=C(CNC(=O)c3ccc([N+](=O)[O-])cc3)[C@H]3CC[C@@H](C2)N3CCOc2ccccc2)cc1
  Glioma ERSR ind: -1% | POLH inh: -10% | LDHA inh: -4
structure: COc1ccc(OC(=O)N(C)C[C@@H]2OCc3cnnn3CCCC(=O)N([C@H](C)CO)C[C@H]2C)cc1
  Glioma ERSR ind: -4% | POLH inh: -6% | LDHA inh: -12
structure: COC(=O)C1=C(c2ccc(OCc3ccccc3)cc2)C[C@@H]2CC[C@H]1N2C(=O)NCc1ccc(F)cc1
  Glioma ERSR ind: -7% | POLH inh: -14% | LDHA inh: -11
structure: COc1ccc(CN2CCN(C(=O)Cc3ccccc3)CC2)cc1OC
  Glioma ERSR ind: 0% | POLH inh: 3% | LDHA inh: -11

Compounds from the list above with four or more nitrogen atoms:
structure: O=C(c1cc(Cl)cc(Cl)c1)N1Cc2ccccc2-n2nncc2C1
  Glioma ERSR ind: 0% | POLH inh: -4% | LDHA inh: -21
structure: C[C@@H]1CN([C@@H](C)CO)C(=O)CCCn2nncc2CO[C@@H]1CN(C)C(=O)Oc1ccc2ccccc2c1
  Glioma ERSR ind: 7% | POLH inh: -16% | LDHA inh: -3
structure: O=C(c1cccnc1)N1Cc2ccccc2-n2nncc2C1
  Glioma ERSR ind: -2% | POLH inh: -6% | LDHA inh: -19
structure: Cc1ccccc1C(=O)N1Cc2ccccc2-n2nncc2C1
  Glioma ERSR ind: 1% | POLH inh: -7% | LDHA inh: 1
structure: COc1ccc(OC(=O)N(C)C[C@@H]2OCc3cnnn3CCCC(=O)N([C@H](C)CO)C[C@H]2C)cc1
  Glioma ERSR ind: -4% | POLH inh: -6% | LDHA inh: -12

A different layout for part of the listing above.
Below each compound: Glioma ERSR ind	POLH inh	LDHA inh
> O=c1c2ccccc2[nH]c(=S)n1-c1cccc(C(F)(F)F)c1
    0%	-18%	-11
> CCOC(=O)c1cccc(C2=C(CNC(=O)c3nccs3)[C@H]3CC[C@@H](C2)N3Cc2ccccc2)c1
    -5%	-5%	-8
> Cc1ncoc1C(=O)NCC1=C(c2ccc3ccccc3c2)C[C@@H]2CC[C@H]1N2Cc1ccco1
    -1%	-19%	-5
> CS(=O)(=O)c1ccc(C2=C(CNC(=O)c3ccc([N+](=O)[O-])cc3)[C@H]3CC[C@@H](C2)N3CCOc2ccccc2)cc1
    -1%	-10%	-4
